KDM5B inhibitor = inhibitors of human KDM5B histone demethylase; Q9UGL1; KDM5B demethylase, FDH-coupled NADH fluorescence (FDH is formaldehyde dehydrogenase); Potency, µM (top dose mostly 57.7 µM), inactives show top-dose activity change, negative = inhibition, actives largely listed as inhibitors; actives 2.6% (n = 220,000); active = well fitted inhibition curve with a large enough effect; inconclusive = small, poorly fitted or top-dose-only effect; inactive = no such curve, though single readings can be large or run the other way; also: 0% is about no effect; nearly all actives have a fitted effect of over 70% in size
Target sequence (Q9UGL1 whole entry, looked up): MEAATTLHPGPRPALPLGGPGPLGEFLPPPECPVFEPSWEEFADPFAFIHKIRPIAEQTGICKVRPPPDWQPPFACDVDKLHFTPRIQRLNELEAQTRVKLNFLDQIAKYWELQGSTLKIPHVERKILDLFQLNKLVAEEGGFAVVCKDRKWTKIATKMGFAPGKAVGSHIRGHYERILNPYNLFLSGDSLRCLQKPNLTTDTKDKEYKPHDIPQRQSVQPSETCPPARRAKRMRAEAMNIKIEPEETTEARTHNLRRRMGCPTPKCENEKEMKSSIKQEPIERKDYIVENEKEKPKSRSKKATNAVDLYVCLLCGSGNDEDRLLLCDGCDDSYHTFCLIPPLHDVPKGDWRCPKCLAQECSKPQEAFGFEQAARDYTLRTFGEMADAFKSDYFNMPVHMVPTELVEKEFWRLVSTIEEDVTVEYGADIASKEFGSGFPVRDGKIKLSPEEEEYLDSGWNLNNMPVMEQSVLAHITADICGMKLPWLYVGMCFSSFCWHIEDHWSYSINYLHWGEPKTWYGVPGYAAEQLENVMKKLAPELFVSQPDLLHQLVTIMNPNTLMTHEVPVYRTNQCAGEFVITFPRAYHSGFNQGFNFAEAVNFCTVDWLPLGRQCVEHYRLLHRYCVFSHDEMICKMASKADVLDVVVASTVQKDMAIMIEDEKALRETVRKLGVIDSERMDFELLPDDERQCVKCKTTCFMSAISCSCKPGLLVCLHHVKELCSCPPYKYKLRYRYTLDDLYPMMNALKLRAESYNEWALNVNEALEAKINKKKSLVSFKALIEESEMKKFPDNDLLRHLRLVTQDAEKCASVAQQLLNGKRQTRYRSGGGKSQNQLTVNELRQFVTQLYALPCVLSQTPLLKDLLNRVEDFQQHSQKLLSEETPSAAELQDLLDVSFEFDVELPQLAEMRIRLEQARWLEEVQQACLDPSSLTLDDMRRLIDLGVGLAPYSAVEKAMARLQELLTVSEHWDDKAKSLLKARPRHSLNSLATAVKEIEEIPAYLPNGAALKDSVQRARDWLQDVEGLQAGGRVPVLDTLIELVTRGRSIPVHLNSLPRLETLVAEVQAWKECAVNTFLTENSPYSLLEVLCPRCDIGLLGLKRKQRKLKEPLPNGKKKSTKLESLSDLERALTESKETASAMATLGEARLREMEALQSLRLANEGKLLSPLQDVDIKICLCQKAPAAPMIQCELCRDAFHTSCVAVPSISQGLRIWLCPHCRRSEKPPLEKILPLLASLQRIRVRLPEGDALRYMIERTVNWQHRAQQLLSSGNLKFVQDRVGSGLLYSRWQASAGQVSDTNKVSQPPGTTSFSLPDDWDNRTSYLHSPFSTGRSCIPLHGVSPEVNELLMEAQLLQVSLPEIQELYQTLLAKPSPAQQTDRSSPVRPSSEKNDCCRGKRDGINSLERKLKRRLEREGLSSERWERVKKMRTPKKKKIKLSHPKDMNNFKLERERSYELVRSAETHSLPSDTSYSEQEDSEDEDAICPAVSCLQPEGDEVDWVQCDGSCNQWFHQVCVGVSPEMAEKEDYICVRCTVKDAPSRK
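Coupled FDH/NAD⁺ fluorescence readout. KDM5BΔAP 200 nM final; compound titration, 10 min RT preincubation; substrate mix 12.5 µM H3K4me3, 25 µM 2-OG, 50 µM Fe(II), 100 µM ascorbate, 0.25 mM NAD⁺, 0.25 U/mL FDH; ΔRFU over 30 min.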
Active calls of the source: *; i = inactive; ? = inconclusive; & = joins results of further samples; [ ] = another dose, or the depositor's remark. Potency is read from the fitted curve at half-maximal effect. Only part of the results is shown; rates above refer to the full screens.

SMILES | KDM5B inhibitor
CC(C)C(=O)N1Cc2ccccc2CC2(CCCCN2Cc2cccnc2)C1 (centres undefined) | 2.6%[115 µM]
O=C1c2[nH]nc(-c3ccc(F)cc3)c2C(c2ccccc2F)N1c1ccccc1 (centres undefined) | 14.5%[11.5 µM]
CC(C)C(NC(=O)CSc1ccccc1F)c1ccc2c(c1)OCCCO2 (centres undefined) | -7.5%
Cc1nc(-c2cc3ccc(OCC(=O)NC4CC4)cc3oc2=O)cs1 | i
CCc1nc(N2CCN(C(=S)Nc3ccccc3)CC2)c(C#N)c2c1CSC(C)(C)C2 | ?
CCOC(=O)c1cnc(N2CC3CCC(C2)N3CC(F)(F)F)s1 | -1.4%[115 µM]
COC[C@@H]1CN(Cc2ccc(OC)cc2OC)C[C@H]1c1nc(C)no1 | -13.4%
CC1(C)CC(NC(=S)Nc2ccc(SC(F)F)cc2)CC(C)(C)N1 | 5.8%
COc1ccccc1N1C(=O)CCC1(C#N)c1ccccc1 (centres undefined) | 12.6%
CCc1cccc(C)c1NC(=O)C(CC)Sc1nncn2c1cc1occc12 (centres undefined) | -14.4%
Cc1ccccc1OCC(=O)OC1CCN(C)CC1 | -9.2%
O=C(CSc1nnc(-c2ccccn2)n1-c1ccc(Cl)cc1)Nc1ccc2c(c1)OCO2 | 10.0%
CCC(c1cccs1)N1C(=O)[C@H]2CN(S(=O)(=O)c3cccc(OC)c3)C[C@H]2C1=O (some centres undefined) | 6.7%
CCOc1ccc(C(=O)c2cn(CC(=O)Nc3cc(OC)cc(OC)c3)c3ccc(F)cc3c2=O)cc1 | ?
N#Cc1ccc(CN2C3CCC2CN(C(=O)Nc2ccccc2F)C3)cc1 | -3.4%[115 µM]
CCN1CCN(C(C(=O)O)c2c[nH]c3ccc(NC(=O)CCC(=O)O)cc23)CC1 (centres undefined) | -24.9%
CCOC(=O)c1sc(NC(=O)Nc2cccc(Cl)c2)nc1C | 7.2%
COc1ccc(N2Cc3c(ncnc3N3CCCN(C(C)=O)CC3)N(C)CC2=O)cc1 | -8.1%
COc1cccc(NC(=O)Cn2c(=O)n(-c3ccc(C)cc3)c(=O)c3ccc(C(=O)NCc4ccco4)cc32)c1 | -26.7%
O=C(C[C@@H]1CCNC[C@@H]1Cc1cc(CC2CCCCC2)on1)NC1CCCCC1 | -18.5%[86.2 µM]
O=C1CN(C(=O)c2ccccc2C(F)(F)F)C(c2ccccc2)c2cc(F)ccc2N1 (centres undefined) | -2.3%
O=C(C1CCCC1)N1CCCC(Nc2ccc(F)cc2)C1 (centres undefined) | 20.9%
COc1ccc(OC)c(/C=N/OCc2c(Cl)cccc2Cl)c1 | -15.5%
CCCCNC(=O)c1cccc(NC(=O)c2nsc3ccccc23)c1 | ?
N#Cc1ccccc1Cn1nnc2c(=O)[nH]c(C3CCCN(S(=O)(=O)c4ccc(F)cc4)C3)nc21 (centres undefined) | -13.0%
Cn1nc(C(=O)N2CCOc3ccc(CCC(N)=O)cc3C2)c2ccccc21 | -23.2%
O=C(Cc1ccccc1F)N1CCOc2ccc(CN3CCc4ccccc4C3)cc2C1 | -32.6%
CN(C)CCN(Cc1ccco1)S(=O)(=O)c1cc2c(cc1Cl)NC(=O)CO2 | -25.4%
Clc1ccc(Cl)c(NCc2nnc3n2CCCCC3)c1 | -11.9%
O=S(=O)(c1ccccc1)N1CCC(n2cnnc2-c2ccccc2)CC1 | -15.3%
COCCN1C(=O)CCc2cc(NC(=O)c3c(F)cccc3F)ccc21 | 4.5%
O=C(c1ccc(-c2ccco2)cc1)N1CCOc2ccc(CN3CCN(c4ccccn4)CC3)cc2C1 | 28.2µM*
O=C(CC1Cc2ccccc2C1)N[C@H]1CCOC[C@H]1C1CCOCC1 | 8.5%
Cc1ccccc1CN1CCc2ncc(C(=O)Nc3ccccc3)n2CC1 | -12.0%[86.2 µM]
O=C(c1cccc(F)c1)N1CCC(n2cc(-c3nc(-c4ccccc4)no3)nn2)CC1 | -9.8%
CC1CCN(C(=O)CCC[C@H]2NC[C@@H]3C[C@H]2CN(Cc2ccccc2)C3)CC1 | 7.94µM*
COc1ccc(OCC(O)CNC(=O)Nc2cc(C)cc(C)c2)cc1 (centres undefined) | 6.9%
O=C(NC1CCCC1)C1c2ccccc2C(=O)N(Cc2ccccc2)C12CCCC2 (centres undefined) | -21.9%
N#Cc1ccccc1CSCCNC(=O)c1nccnc1N | ?
CN1C(=O)Cc2cc(S(=O)(=O)NCc3ccc(Cl)cc3)ccc21 | 5.7%
CN(Cc1ccccc1)C(=O)/C=C/c1cccs1 | 19.7%
CN1c2cc(C(=O)NCc3ccccc3Cl)ccc2C(=O)N2CCCC21 (centres undefined) | ?
CCOC(=O)Cn1cnc2c1c(=O)n(C)c(=O)n2C | -10.0%
O=C(NCc1ccc(F)cc1)N1CC(Oc2ccc(-c3noc(-c4ccccc4)n3)cc2)C1 | -27.4%
Cc1ccncc1C(=O)N1CCCC(c2nnnn2C)C1 (centres undefined) | ?
COc1ccc(S(=O)(=O)N2CCC(C(=O)NCc3cccnc3)CC2)cc1Cl | -3.1%
CC1(C(=O)NCCN2CCOCC2)CCc2cnc(NCc3ccccc3)nc21 (centres undefined) | ?
Cc1ccc(NC(=O)COc2ncnc3ccccc23)c(C)c1 | 15.3%
CCCN(C(=O)c1cc2c(=O)oc3ccc(C)cc3c2s1)c1ccc(OCC)cc1 | -16.6%
CCS(=O)(=O)N1CCCc2cc(C(=O)Nc3cc(C)ccc3C)ccc21 | 15.1%
Continued.
SMILES | KDM5B inhibitor
CCCNc1nc2c(c(=O)n(C)c(=O)n2C)n1Cc1ccc(Br)cc1 | 13.8%
CCn1cc(C(=O)N2CCN(c3cc(Cl)ccc3C)CC2)c(=O)c2cc(S(=O)(=O)N3CCCCC3)ccc21 | -19.6%[11.5 µM]
CCc1ccc(S(=O)(=O)c2cnc3ccc(OC)cc3c2N2CCCC(C)C2)cc1 (centres undefined) | ?
CCN(Cc1ccc(OC)cc1)Cc1cc(=O)oc2ccc(C)cc12 | -17.6%
COc1ccccc1CNS(=O)(=O)c1ccc(S(=O)(=O)NC2CC2)cc1 | -15.5%
CC(C)CC(NC(N)=O)C(=O)O (centres undefined) | 4.7%
Cn1nc(C(C)(C)C)c([N+](=O)[O-])c1C(=O)Nc1cccc2ccccc12 | 30.9%
CNC(=O)CCc1c(-c2ccccc2)[nH]c2ccc(F)cc12 | ?
COc1ccc(-c2nnc(SCC(=O)NCCc3ccccc3)nc2-c2ccc(OC)cc2)cc1 | -16.3%
COc1cccc(C(=O)N2CCC(N3C[C@H](O)C[C@H]3C(=O)NCc3cccc(C)c3)CC2)c1 | -8.1%
CC(C)c1ccc(NC(=O)CSc2ncc(-c3ccc(F)cc3)o2)cc1 | 0.7%
COc1ccc(-c2noc([C@@H]3CCCN3C(=O)Cc3ccc(C)cc3)n2)cc1 | -8.4%
O=[N+]([O-])c1cccc(N/N=C/c2ccccc2Br)c1 | -16.6%
CCc1noc(-c2cccn3c(CNC(=O)c4cc(F)ccc4F)nnc23)n1 | 28.2µM*
O=C(CSc1nc2ccccc2o1)c1ccccc1 | 7.0%
NCC1CCN(Cc2ccccc2)C1 (centres undefined) | ?
COc1ccc(C(=O)N2CCC3(CC2)CC(c2cccc(C(F)(F)F)c2)=NO3)cc1 | -22.7%
Cc1cc(C)cc(OC(C)C(=O)Nc2c(C(=O)c3ccccc3)oc3ccccc23)c1 (centres undefined) | ?
COC(=O)c1ccc(NC(=O)N(C)CCc2noc(-c3ccc(C(=O)N4CCCC4)cc3)n2)cc1 | 11.4%
Cc1ccnc(NS(=O)(=O)c2ccc(NC(=O)CCc3ccccc3)cc2)n1 | -17.5%

A draw from above in order of count of non-hydrogen atoms, low to high:
SMILES | KDM5B inhibitor
O=S(=O)(c1ccccc1)N1CCC(n2cnnc2-c2ccccc2)CC1 | -15.3%
N#Cc1ccccc1Cn1nnc2c(=O)[nH]c(C3CCCN(S(=O)(=O)c4ccc(F)cc4)C3)nc21 (centres undefined) | -13.0%
COc1cccc(NC(=O)Cn2c(=O)n(-c3ccc(C)cc3)c(=O)c3ccc(C(=O)NCc4ccco4)cc32)c1 | -26.7%

(next part)
SMILES | KDM5B inhibitor
COc1c(C)cccc1C(=O)Nc1cccc2ncccc12 | ?
COc1ccc(N2CC(NC(=O)/C=C\c3ccc(OC)c(OC)c3)CC2=O)cc1 (centres undefined) | ?
CCn1cc(Br)c(C(=O)Nc2ccc(F)cc2F)n1 | -10.2%&26.2%
O=C(Oc1cccc2ccccc12)c1ccc(-c2ccccc2)cc1 | 11.9%
COc1ccccc1CCC(=O)N1C[C@@H](C(N)=O)[C@H](c2nc(C)no2)C1 | -14.7%
CCOc1cc(CN(CC(=O)NC2CCCCC2)C2CC2)ccc1OC(F)F | 9.7%
Cc1cnc(-c2cccnc2)n1C1CCCN(C(=O)c2cccn2C)C1 (centres undefined) | 28.7%
Cc1ccccc1-c1nc(N2CCOCC2)cc2c1CN(CC1CC1)C2=O | 35.5µM*
COc1ccc(-n2nc(C3CCCN(C(C)=O)C3)[nH]c2=O)cc1 (centres undefined) | 16.9%[86.2 µM]
CCOC(=O)c1cnc2ccc(Cl)cc2c1Nc1ccccc1OC | -12.0%
CCC(C)(C)NC(=O)C(c1ccc(OC)cc1)N(C(=O)CCC(=O)Nc1cc(C)on1)c1cc(OC)ccc1OC (centres undefined) | -16.5%
CC(C)CNC1CCS(=O)(=O)C1 (centres undefined) | -13.4%
COc1ccc2[nH]cc(C3CC(=O)Oc4c3c(=O)n(C)c3ccccc43)c2c1 (centres undefined) | -2.0%
CCOC(=O)N1CCc2c(sc3c2c(=O)n(Cc2ccccc2)c(=O)n3CC(=O)Nc2cccc(C)c2)C1 | -11.0%
CCCCOC(=O)c1ccc(NC(=O)CSc2nc3c(c(=O)[nH]2)CCCC3)cc1 | 7.1%
Cc1cccc(NC(=O)CSc2nc3ccccc3c3nc(CCn4cncc4C)nn23)c1 | 5.8%
COc1ccc(C(=O)N2CCC3(CC2)NC(=O)N(Cc2ccccc2)C3=O)c(C)c1 | 26.3%
Cn1c(C(=O)NCCNS(=O)(=O)c2cccs2)cc2ccccc21 | 4.4%
Cc1cc(S(=O)(=O)Nc2ccc(C(=O)N3c4ccccc4CC3C)cc2)ccc1F (centres undefined) | -7.7%
CCCNC(=O)CSc1c2c(nc3ccc(Cl)cc13)CCCC2 | -1.1%
CC(C)n1nc(C(=O)NCC(C)(C)N2CCCCC2)c2ccccc2c1=O | -5.8%
COc1ccc(C2NC(=O)N(C)C3=C2C(=O)N(c2cccc(Cl)c2)C3)cc1 (centres undefined) | ?
O=C(NCCc1noc(C2CC2)n1)C1(c2ccccc2)CC1 | 10.9%
O=C(c1ccc(Cl)nc1)N1CCC(N2CCCCCC2=O)CC1 | 3.4%[86.2 µM]
COc1ccc(C(=O)N2CCc3c([nH]c4ccccc34)C2C(F)(F)F)cc1 (centres undefined) | 6.3%
CSc1ccccc1NC(=O)COc1ccc2c(c1)CCC(=O)N2 | -12.2%
C[C@@H]1O[C@@H](n2c3ccc(Cl)cc3c3ccc4c5cc(Cl)ccc5[nH]c4c32)[C@H](O)[C@H](O)[C@H]1O | ?
O=C(NC1CCCN(c2cc(-c3ccc(F)cc3)[nH]n2)C1)c1ccccc1 (centres undefined) | -32.4%
CC1=C[C@@H](CNC(=O)CC(C)(C)CC(=O)O)[C@H](C(C)C)C[C@H]1Cc1nc2ccncc2[nH]1 | -4.6%
CCOC(=O)c1ccccc1NC(=O)/C(C#N)=C\c1cc(OC)ccc1O | -7.8%

Look-ups from the list.
KDM5B inhibitor with CCOC(=O)c1ccccc1NC(=O)/C(C#N)=C\c1cc(OC)ccc1O : -7.8%
KDM5B inhibitor with CSc1ccccc1NC(=O)COc1ccc2c(c1)CCC(=O)N2 : -12.2%
KDM5B inhibitor with O=C(c1ccc(Cl)nc1)N1CCC(N2CCCCCC2=O)CC1 : 3.4%[86.2 µM]

The listing picks up; the 3 compounds before the break are reprinted first.
SMILES | KDM5B inhibitor
O=C(NC1CCCN(c2cc(-c3ccc(F)cc3)[nH]n2)C1)c1ccccc1 (centres undefined) | -32.4%
CC1=C[C@@H](CNC(=O)CC(C)(C)CC(=O)O)[C@H](C(C)C)C[C@H]1Cc1nc2ccncc2[nH]1 | -4.6%
CCOC(=O)c1ccccc1NC(=O)/C(C#N)=C\c1cc(OC)ccc1O | -7.8%
COc1cccc(-c2nnc(SCC(=O)N(C)C3CCCCC3)o2)c1 | -8.5%
O=C(Nn1cnnc1)c1cc(Cl)cc(Cl)c1 | -0.7%
Cc1ccc(Nc2nnc(-c3ccc(C)c(S(=O)(=O)N4CCOCC4)c3)c3ccccc23)cc1 | -19.2%
COCCn1c(SC(C)C(=O)NC2CCCCCC2)nnc1-c1cccc(C)c1 (centres undefined) | 9.2%
CC(C)c1cnc(-c2ccncc2)[nH]1 | ?
CC(C)N1C[C@H](O)C[C@H]1c1nnc2n1CCN(C(=O)c1cccc3nccnc13)CC2 | -26.3%
Cc1cccc(NS(=O)(=O)c2cccc(C(=O)OCC(=O)c3ccc[nH]3)c2)c1 | 10.5%
CC(=O)NC1(C)CCN(Cc2cccc(-c3ccc4c(ccn4C)c3)c2)C1 (centres undefined) | ?
O=C(N/N=C/c1cccnc1)c1cc(-c2ccc(Cl)cc2)nc2ccccc12 | -0.1%
N#Cc1cc([N+](=O)[O-])ccc1NC(=O)COC(=O)C1(c2ccccc2F)CCCC1 | 8.2%
C[S+](=O)([O-])c1cccc(-c2ncc3c(n2)OCCN(CC2CC2)C3=O)c1 | -14.5%[86.2 µM]
Cc1ccc2c(c1)c1c(c(=O)n(-c3ccccc3C)c(=O)n1CC(=O)NCCC1=CCCCC1)n2C | ?
CCN(CC)c1ccc(-c2nc(-c3ccncc3)no2)cc1[N+](=O)[O-] | -17.1%
CC(=O)N(C1CC1)C1CCOC2(CCN(C(=O)Cn3c(=O)oc4ccccc43)CC2)C1 (centres undefined) | 20.7%
